PLC-gamma1 inh: PLC-gamma1 enzyme inhibitors, primary screen, biochemical, fluorescence, purified enzyme; 1-phosphatidylinositol 4,5-bisphosphate phosphodiesterase gamma-1 (Homo sapiens), P19174; fluorogenic substrate; inhibition, % at 12.2 µM; 0.84% of 370,000 active; AID 720700, 2013; in the data active = inhibition above about 9.5%
UHRF1 binding: UHRF1 methylated DNA binding inhibitors, primary screen, counter-screen for MBD2 inhibitor project, biochemical, TR-FRET, human UHRF1, single concentration. E3 ubiquitin-protein ligase UHRF1 (Homo sapiens), Q96T88. UHRF1 binding to methylated oligo. inhibition, % at 4.4 µM. 0.75% of 370,000 active. AID 687016, 2013; in the data active = inhibition above about 21%;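 note: UHRF1 SRA domain binding a hemimethylated CpG hairpin DNA probe; 0% = median of test compound wells and 100% = reference inhibitor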
sPLA2-III inh: human group III sPLA2 inhibitors, primary screen, biochemical, QFRET, BODIPY PC-A2 liposome substrate. QFRET BODIPY PC-A2 liposome hydrolysis, fluorescence. inhibition, % at 12.2 µM. 0.56% of 370,000 active;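 active = inhibition above mean plus 3 SD of compounds lying within the high and low control bounds, cut at about 19% in these data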;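 note: 0% = median of test compound wells and 100% = no enzyme DMSO wells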
PLCb3 inh: human PLC-beta3 inhibitors, primary screen, biochemical, fluorescence | 1-phosphatidylinositol 4,5-bisphosphate phosphodiesterase beta-3 (Homo sapiens), Q01970 | Purified PLC-beta3, fluorogenic substrate | inhibition, % at 12.2 µM | 0.18% of 370,000 active; in the data active = inhibition above about 11%;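 note: 0% = median of compound wells on plate and 100% = full blocker control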
ASAP1 GAP inh: inhibitors of human ASAP1 ArfGAP activity, primary screen, biochemical, fluorescence polarization. Arf-GAP with SH3 domain, ANK repeat and PH domain-containing protein 1 (Homo sapiens), …. ASAP1-stimulated ARF1 GTP hydrolysis, GDP FP detection. inhibition, % at 16.5 µM. 0.19% of 360,000 active. AID 624377, 2012; in the data active = inhibition above about 25%;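 note: 0% = vehicle with enzyme and substrate and 100% = no enzyme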
Target sequence (Q9ULH1 325-724 limits assumed): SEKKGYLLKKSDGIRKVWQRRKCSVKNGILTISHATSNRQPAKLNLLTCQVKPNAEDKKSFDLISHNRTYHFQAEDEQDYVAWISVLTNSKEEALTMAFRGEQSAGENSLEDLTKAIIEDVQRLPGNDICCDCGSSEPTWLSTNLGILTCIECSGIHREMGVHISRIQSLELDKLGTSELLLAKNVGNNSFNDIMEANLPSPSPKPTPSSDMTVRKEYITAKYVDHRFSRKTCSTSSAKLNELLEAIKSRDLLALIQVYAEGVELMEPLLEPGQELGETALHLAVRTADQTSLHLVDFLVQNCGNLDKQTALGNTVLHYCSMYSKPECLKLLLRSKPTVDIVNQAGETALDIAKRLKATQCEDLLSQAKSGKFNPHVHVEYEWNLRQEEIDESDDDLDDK
Rev-erbA mod: modulators of Rev-erb alpha DNA binding, primary screen, biochemical, FITC-DNA, fluorescence polarization, uHTS. Nuclear receptor subfamily 1 group D member 1 (Homo sapiens), P20393. Rev-erbα–FITC-DNA binding, 90 min. activity, % at 10 µM. 0.79% of 370,000 active. AID 1259318, 2017;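 active = activity above about 14%, limit read from the data; passing the limit was not always enough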;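 note: 0% = DMSO wells with 35 nM protein and 100% = DMSO wells with 750 nM protein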
Target sequence (P20393 whole entry, looked up): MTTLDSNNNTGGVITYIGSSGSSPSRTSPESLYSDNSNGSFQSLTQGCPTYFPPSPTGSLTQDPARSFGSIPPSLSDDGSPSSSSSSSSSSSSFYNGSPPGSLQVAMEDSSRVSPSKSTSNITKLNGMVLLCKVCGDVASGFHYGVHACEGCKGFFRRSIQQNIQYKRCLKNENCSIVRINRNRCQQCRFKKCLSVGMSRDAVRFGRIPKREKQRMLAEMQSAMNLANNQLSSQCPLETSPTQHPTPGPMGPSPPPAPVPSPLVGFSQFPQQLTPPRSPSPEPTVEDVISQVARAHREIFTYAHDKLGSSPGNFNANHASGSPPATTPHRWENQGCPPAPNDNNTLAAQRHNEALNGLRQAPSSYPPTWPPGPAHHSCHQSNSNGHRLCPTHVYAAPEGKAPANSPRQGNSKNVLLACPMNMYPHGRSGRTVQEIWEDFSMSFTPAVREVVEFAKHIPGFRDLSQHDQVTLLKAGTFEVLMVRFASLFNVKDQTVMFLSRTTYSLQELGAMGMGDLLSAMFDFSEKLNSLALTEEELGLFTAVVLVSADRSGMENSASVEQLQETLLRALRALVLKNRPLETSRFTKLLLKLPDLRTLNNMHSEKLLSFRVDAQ
ARFGAP1 inh: inhibitors of rat ARFGAP1 GAP activity, primary screen, biochemical, fluorescence polarization, GDP tracer; 0.26% of 360,000 active; inhibition, % at 16.5 µM; ADP-ribosylation factor GTPase-activating protein 1 (Rattus norvegicus), Q62848; Arfgap1-stimulated ARF1 GTP hydrolysis, GDP FP detection;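 active = inhibition above a per-plate limit, mean inhibition of low control wells plus 3 SD, cut at about 25% in these data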;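 note: 0% = DMSO wells with enzyme and 100% = wells lacking Arfgap1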
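Assay system: Rat Arfgap1 GAP domain (His6, aa 1-136), purified enzyme | Buffer or medium: HEPES 25 mM pH 7.5, NaCl 150 mM, MgCl2, DTT | Schedule: GTP hydrolysis reaction 2 h at 25 °C | Signal: FP of antibody-bound GDP Alexa 633 tracer, ex 620/em 688 nm | Measure: Percent inhibition of Arfgap1-stimulated GTP hydrolysis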
Tn6 DDE FP: inhibitors of Tn6 peptide binding to fibrin DD(E), primary screen, biochemical, fluorescence polarization, human fibrin, Tn6 probe. Fibrinogen beta chain (Homo sapiens), P02675. Fibrin DD(E) TRITC-Tn6 fluorescence polarization displacement. inhibition, % at 8.3 µM. 0.21% of 370,000 active. AID 720509, 2013;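 active = inhibition above a per-campaign cutoff: mean of compounds within control limits plus 3 SD, cut at about 15% in these data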;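 note: 0% = median of all compound wells on the plate and 100% = blocking peptide control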
proKLK7 act: proKLK7 zymogen activators, primary screen, biochemical, fluorescence intensity | activation, % at 7 µM | purified proKLK7, EDANS-DABCYL substrate fluorescence; 100% is mature enzyme control, 0% vehicle | Kallikrein-7 (Homo sapiens), P49862 | 0.9% of 370,000 active;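 active = activation above the mean of all tested compounds plus 3 SD, computed per campaign excluding outliers beyond control limits, cut at about 13% in these data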
Tn7 DDE FP: inhibitors of Tn7 peptide binding to fibrin DD(E), primary screen, biochemical, fluorescence polarization, human fibrin, Tn7 probe. FP displacement of FITC-Tn7 peptide from fibrin DD(E); 0% = median of compound wells per plate. inhibition, % at 8.3 µM. 0.13% of 370,000 active. AID 720508, 2013;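 active = inhibition above the mean of compounds falling within the control limits plus 3 SD of them, cut at about 14% in these data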;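 note: 0% = plate median of compound wells and 100% = 10 µM Aha-Tn7 peptide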
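Assay system: Human fibrin DD(E) protein | Medium: Tris buffer with calcium and detergent, pH 7.8 | Reagent: 0.1 µM fluorescent Tn7 | Compound dosing: Single point at 8.3 µM | Times: 10 min preincubation, 3 h with tracer, room temperature | Detection: Fluorescence polarization of the labelled Tn7 tracer | Controls: Aha-Tn7 high control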
Starred values were filed as active, the others as inactive; . = no result given.

SMILES	PLC-gamma1 inh	UHRF1 binding	sPLA2-III inh	PLCb3 inh	ASAP1 GAP inh	Rev-erbA mod	ARFGAP1 inh	Tn6 DDE FP	proKLK7 act	Tn7 DDE FP
Cc1n[nH]c(=O)c2c(NC(=O)COC(=O)c3ncc(Cl)c(Cl)c3Cl)oc(C)c12	-3	-1	12	-8	-5	-3	5	3	0.3	-3
COc1ccc(NC(=O)CCn2cccc2)cc1	3	4	-8	0	2	-1	6	-7	-0.8	-3
CC(C)(C)C(=O)/C=c1\[nH]c(=O)/c(=C\c2ccc(F)cc2)s1	-3	1	-6	-4	-9	8	-6	-15	0.6	-6
CC(=O)c1c(C)nn(C(=O)N2CCOCC2)c1C	8	-1	10	15*	9	7	8	2	0.1	-5
O=c1c2cn[nH]c2nc(SCc2ccccc2F)n1-c1ccc(Br)cc1	4	2	-38	-4	-2	-2	13	-2	-0.4	-2
Cc1noc(C)c1CSc1nc2ccccc2c(=O)n1-c1ccccc1	1	1	1	-3	-5	10	2	-2	0.2	-1
Cc1ccc(-c2nn3c(C)nnc3s2)cc1NC(=O)c1ccc(-c2ccc(Cl)cc2Cl)o1	0	10	0	-6	16	124*	14	-6	-16	-11
COc1ccc(C2CC(c3ccccc3OC(C)=O)=NN2C(=O)/C=C/c2ccccc2)cc1 (stereo not drawn)	-2	5	13	-10	-3	-5	12	-10	-0.7	-2
Cc1cccc(NC2SC(=O)N(c3ccccc3)C2=O)c1 (stereo not drawn)	2	0	-1	-1	15	-3	8	2	0.7	9
O=C(Nc1ccc2snnc2c1)N1CCOCC1	-6	0	1	-6	5	0	3	6	-0.5	2
Cc1onc(-c2ccccc2)c1C(=O)NCc1ccccn1	3	-2	3	0	-10	0	-3	-7	-0.2	-9
CCN1CCCC1CNc1ncnc2c1[nH]c1ccc(F)cc12 (stereo not drawn)	-26	3	1	-35	2	4	-5	5	1.6	-10

Filtered by structure: the entries above with four or more nitrogen atoms (5)
SMILES	PLC-gamma1 inh	UHRF1 binding	sPLA2-III inh	PLCb3 inh	ASAP1 GAP inh	Rev-erbA mod	ARFGAP1 inh	Tn6 DDE FP	proKLK7 act	Tn7 DDE FP
Cc1n[nH]c(=O)c2c(NC(=O)COC(=O)c3ncc(Cl)c(Cl)c3Cl)oc(C)c12	-3	-1	12	-8	-5	-3	5	3	0.3	-3
O=c1c2cn[nH]c2nc(SCc2ccccc2F)n1-c1ccc(Br)cc1	4	2	-38	-4	-2	-2	13	-2	-0.4	-2
Cc1ccc(-c2nn3c(C)nnc3s2)cc1NC(=O)c1ccc(-c2ccc(Cl)cc2Cl)o1	0	10	0	-6	16	124*	14	-6	-16	-11
O=C(Nc1ccc2snnc2c1)N1CCOCC1	-6	0	1	-6	5	0	3	6	-0.5	2
CCN1CCCC1CNc1ncnc2c1[nH]c1ccc(F)cc12 (stereo not drawn)	-26	3	1	-35	2	4	-5	5	1.6	-10

Continued.
SMILES	PLC-gamma1 inh	UHRF1 binding	sPLA2-III inh	PLCb3 inh	ASAP1 GAP inh	Rev-erbA mod	ARFGAP1 inh	Tn6 DDE FP	proKLK7 act	Tn7 DDE FP
COc1ccc(Cc2c(C3CCCCC3)nc3ccc(Cl)cn23)c(C)c1	-23	0	-1	-30	3	5	17	1	-1.2	6
CCc1ccc(C(=O)NNC(=O)C2CC(=O)N(c3ccc4c(c3)OCCO4)C2)cc1 (stereo not drawn)	3	1	5	5	-7	5	1	5	-0.2	4
CCOC(=O)C(Cc1ccccc1)C(=O)NCc1cccnc1 (stereo not drawn)	3	1	-2	-6	-1	4	9	1	0.2	-2
CCCS(=O)(=O)N1CCCC(C(=O)NCC(OC)OC)C1 (stereo not drawn)	2	3	4	4	8	-3	-1	-3	0.3	-6
CC(C)c1nnc(NC(=O)C2CCN(C(=O)c3ccco3)CC2)s1	-1	-3	1	-3	7	-8	-3	-4	-1.2	-2
Cc1cccc(NC(=O)C2CCCN2C(=O)Oc2ccccc2)c1 (stereo not drawn)	9	2	5	-3	10	4	4	3	0.7	2
COc1ccc(CCNC(=O)c2ccc3c(c2)NC(=O)C(N2CCOCC2)S3)cc1OC (stereo not drawn)	-1	-1	-1	0	-6	-7	3	7	-0.8	5
CN(C)c1nc(Oc2ccc(OCCOc3ccccc3)nn2)nc(N(C)C)n1	1	-1	-7	0	6	0	-2	0	-0.1	-12
O=C(CN1CCCC1)OCCCC1CCCCC1	-1	0	-2	-7	4	5	11	2	-0.1	-2
COc1ccc([N+](=O)[O-])cc1NC(=S)Nc1ccccc1	2	1	4	1	-6	0	-5	2	-0.2	0
CCOC(=O)C1CCCN(C2=NC(=O)/C(=C/c3ccc(O)c(OCC)c3)S2)C1 (stereo not drawn)	-167	-8	-23	-234	8	-3	14	-13	2.1	-13
O=C(O)c1c2c(nc3ccccc13)-c1ccccc1CC2	-3	0	1	-1	-2	1	2	-7	-0.5	-4
CCC(C)(C)n1nnnc1CN1CCC(NC(=O)c2ccc(Br)cc2)CC1	1	0	-1	1	-1	2	6	-6	0.1	6
CN(C1CCS(=O)(=O)C1)S(=O)(=O)c1ccccc1[N+](=O)[O-] (stereo not drawn)	0	5	4	-1	2	-1	4	7	-0.1	8
CN(CCc1ccccn1)C(=O)CCC1CCCN(Cc2ccccc2OC(F)F)C1 (stereo not drawn)	-1	-3	1	-3	0	-3	-4	3	0.7	6
O=C(COC(=O)CCC(=O)c1cccs1)NCc1ccco1	-3	11	1	-3	10	-16	2	-1	-0.2	-2
O=C(Nc1ccccc1C(=O)O)c1cccc(C(=O)Nc2ccccc2C(=O)O)c1	7	1	-4	-6	4	-3	-3	0	-0.1	3
CC(C)NC(=O)N(C)C[C@H]1Oc2ccc(NS(=O)(=O)c3ccccc3)cc2C(=O)N([C@H](C)CO)C[C@@H]1C	-4	-3	-3	0	19	-5	-5	4	-0.3	6
CCOc1ccc(C(=O)Nc2nnc(S(=O)(=O)N(C)Cc3ccco3)s2)cc1	-14	-1	-8	-23	-1	3	-13	-1	0.7	1
N#C/C(=C\c1ccc(Sc2ccc(Cl)cc2)o1)c1nc2ccccc2[nH]1	-100	3	4	-130	14	3	13	-4	-10	-5
Cc1cccc(N2CCN(C(=O)COc3ccc4ccc(=O)oc4c3)CC2)c1C	1	-1	-4	-3	2	1	-2	-2	0.9	3
O=[N+]([O-])c1ccc(N2CCN(S(=O)(=O)c3ccccc3[N+](=O)[O-])CC2)cc1N1CCc2ccccc2C1	-6	4	16	-1	-3	8	2	-1	-0.3	2
CC(C)(C)C(=O)Nc1ccc(C(=O)N/N=C/c2ccccc2OC(=O)c2ccc(Cl)cc2Cl)cc1	-2	-1	-3	-2	11	4	10	0	-0.1	4
Cc1cc(C)cc(OC(C)CCN2CCC(C(O)(c3ccccc3)c3ccccc3)CC2)c1 (stereo not drawn)	4	-1	-15	2	.	0	.	4	0.2	3

A draw from above in order of molar mass, ascending:
SMILES	PLC-gamma1 inh	UHRF1 binding	sPLA2-III inh	PLCb3 inh	ASAP1 GAP inh	Rev-erbA mod	ARFGAP1 inh	Tn6 DDE FP	proKLK7 act	Tn7 DDE FP
CC(C)(C)C(=O)/C=c1\[nH]c(=O)/c(=C\c2ccc(F)cc2)s1	-3	1	-6	-4	-9	8	-6	-15	0.6	-6
Cc1cccc(N2CCN(C(=O)COc3ccc4ccc(=O)oc4c3)CC2)c1C	1	-1	-4	-3	2	1	-2	-2	0.9	3
CCC(C)(C)n1nnnc1CN1CCC(NC(=O)c2ccc(Br)cc2)CC1	1	0	-1	1	-1	2	6	-6	0.1	6

Results in ARFGAP1 inh, for 2 of the compounds above:
SMILES | ARFGAP1 inh
CN(C1CCS(=O)(=O)C1)S(=O)(=O)c1ccccc1[N+](=O)[O-] (stereo not drawn) | 4
CN(CCc1ccccn1)C(=O)CCC1CCCN(Cc2ccccc2OC(F)F)C1 (stereo not drawn) | -4

(further entries)
SMILES	PLC-gamma1 inh	UHRF1 binding	sPLA2-III inh	PLCb3 inh	ASAP1 GAP inh	Rev-erbA mod	ARFGAP1 inh	Tn6 DDE FP	proKLK7 act	Tn7 DDE FP
CC(=O)c1sc(N2CCOCC2)nc1-c1ccccc1	-4	1	3	-6	0	3	-4	1	-0.4	3
COc1ccc([C@@H]2CC=C(C(=O)O)[C@H](c3cccc(Cl)c3)N2S(=O)(=O)c2ccc(Cl)cc2)cc1	1	0	-29	-1	-12	-7	-3	-2	0.4	5
CC(=O)Oc1ccc(Cn2c(C)c(C(=O)NCCC#N)sc2=O)cc1	1	-2	-1	1	2	0	0	-8	-0.3	-1
O=C1OCC(CO)(CO)N=C1NNc1ccccc1Cl	2	1	2	4	8	.	13	-7	-0.2	-4
Clc1ccc(OCCOCCNCc2ccccc2)cc1Cl	3	4	3	-7	-4	1	15	-10	0.3	-4
COc1ccc2c(c1)N(C)/C(=C1/SC(=S)N(NC(C)=O)C1=O)S2	0	-4	-4	-6	-8	-8	3	0	-0.3	0
O=C(Nc1ccc([N+](=O)[O-])cc1)OCCc1ccccn1	4	0	1	1	-14	-5	0	3	0.0	0
S=c1[nH]c2ccc3ccccc3c2[nH]1	1	4	11	1	8	5	-3	4	0.1	-1
O=[N+]([O-])c1ccc(COc2cccc3cccnc23)cc1	-2	-1	12	-7	3	-1	-2	-4	0.1	8
O=C(COc1ccc2ccc(=O)oc2c1)Nc1c(Cl)cccc1C(F)(F)F	-9	4	4	-18	-7	-9	-4	-10	-0.1	-1
CN(Cc1ccc(Cl)cc1Cl)C(=O)C1CSC2(C)CCC(=O)N12 (stereo not drawn)	0	3	9	-3	2	7	-5	11	0.0	-6
Cc1cccc(C)c1OCCCN1CCCC1	-1	1	11	-1	-12	2	-4	-7	0.5	5
COc1cc(/C=N/NC(=S)NCc2ccccc2)ccc1OCC#N	-2	-1	-8	-1	-1	-1	4	13	-1.4	0
